RORgamma inh – blocks mouse ROR gamma transcriptional activity. P51450. Drosophila S2 Gal4-RORgamma UAS-luciferase reporter, 20 h. Potency, µM (top dose mostly 53.6 µM), inactives show at the highest dose activity change, negative = inhibition, most hits filed as inhibitors. hit rate 5.4% among 310,000; note: potency is the fitted concentration of half-maximal effect; % is set by controls: 0 for no effect and ±100 for the full control effect; nearly all actives have a fitted effect of over 60% in size
Target sequence (P51450 whole entry, looked up, the tested form may be a part): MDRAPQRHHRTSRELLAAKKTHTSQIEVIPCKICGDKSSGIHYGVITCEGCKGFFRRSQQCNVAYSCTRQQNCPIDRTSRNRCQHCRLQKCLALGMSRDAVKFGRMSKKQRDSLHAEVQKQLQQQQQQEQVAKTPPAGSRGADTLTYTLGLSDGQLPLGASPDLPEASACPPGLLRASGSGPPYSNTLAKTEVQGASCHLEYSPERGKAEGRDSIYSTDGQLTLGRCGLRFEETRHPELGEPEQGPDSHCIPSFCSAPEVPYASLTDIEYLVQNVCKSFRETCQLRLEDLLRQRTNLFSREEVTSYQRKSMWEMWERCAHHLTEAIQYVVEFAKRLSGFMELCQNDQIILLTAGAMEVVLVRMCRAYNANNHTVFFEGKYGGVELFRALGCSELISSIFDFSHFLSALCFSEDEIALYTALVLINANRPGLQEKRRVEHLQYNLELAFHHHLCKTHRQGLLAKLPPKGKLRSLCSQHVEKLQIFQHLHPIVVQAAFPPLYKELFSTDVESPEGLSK
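In this cell-based reporter format, copper sulfate (700 uM final) drives Gal4–ROR gamma fusion expression from a metallothionein promoter in Drosophila Schneider cells; compounds preincubated 1 hr, reporter read after 20 hr at ambient temperature.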
ELG1 DNA repair – inhibitors of ELG1-dependent DNA repair in HEK293T cells; HEK293T ELG1-luciferase reporter, luminescence, 16 h; DNA damage induced by 5-fluorouridine; Potency, µM (titrated, usually from 46.1 µM), for the others: at the top dose activity change, negative = inhibition, hits mostly inhibitors; hit rate 2.3% among 330,000; note: potency is the fitted concentration of half-maximal effect; % is set by controls: 0 for no effect and ±100 for the full control effect; nearly all actives have a fitted effect of over 55% in size
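Overnight (16 hr) co-exposure of 2,000 cells/well to 5-fluorouridine and compound at 37 °C preceded detection. Luciferase was quantified via ONE-Glo luminescence; loss of signal denotes inhibition.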
Gal4-VP16 FLuc – counter-screen for ROR gamma inhibitors: Gal4-VP16 reporter | Drosophila S2 Gal4-VP16 UAS-luciferase, luminescence, 20 h | Potency, µM (highest dose often 53.6 µM), for inactives: at the highest dose activity, negative = inhibition, usual class: inhibitors | hit rate 3.5% among 310,000 | AID 2546;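 note: Gal4-VP16 expression switched on by copper sulfate through the metallothionein promoter; potency is the fitted concentration of half-maximal effect; % is set by controls: 0 for no effect and ±100 for the full control effect; nearly all actives have a fitted effect of over 50% in size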
PKM2 activator – PKM2 (human) enzyme activation. purified PKM2, Kinase-Glo ATP luminescence, activation; response scale: 0% is enzyme alone, no compound. Potency, µM (series often up to 57.5 µM), inactives show at the top dose activation, hits mostly activators. hit rate 0.34% among 260,000. AID 1631; note: potency is the fitted concentration of half-maximal effect; % is set by controls: 0 for no effect and ±100 for the full control effect; nearly all actives have a fitted effect of over 55% in size
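Kinase-Glo luminescence reports ATP generated from ADP (0.1 mM) and PEP (0.5 mM) by purified hPK-M2 after 1 h at room temperature, pH 7.2 imidazole buffer; intermediate enzyme activity allows detecting inhibitors and activators.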
Rab9 prom act – activators of Rab9 promoter. Huh7 Rab9 promoter-luciferase reporter, luminescence, 24 h. Potency, µM (titrated, usually from 9.22 µM), without a hit: at the top dose activation, negative = inhibition, hits mostly activators. hit rate 2.8% among 320,000. AID 485297; note: potency is the fitted concentration of half-maximal effect; % of control where 0% means no effect; nearly all actives have a fitted effect of over 60% in size
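Measured in stably transfected Huh7 cells bearing a Rab9 promoter–luciferase construct: 24 h compound treatment at 37 °C, followed by luminescence detection.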
NPC1 promoter act – NPC1 promoter activation; Huh7 NPC1 promoter luciferase reporter, 24 h; Potency, µM (top dose mostly 9.22 µM), for the others: at the top dose activation, actives largely listed as activators; hit rate 2.4% among 320,000; AID 485313;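 note: potency is the fitted concentration of half-maximal effect; % of control where 0% means no effect; nearly all actives have a fitted effect of over 60% in size; reporter is driven by a mutant NPC1 promoter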
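Huh7 reporter cells (NPC1 promoter driving luciferase) are dosed with compound for 24 h at 37 °C, 5% CO2; luciferase detection reagent is then added and luminescence measured after 10 min at ambient temperature.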
FLuc counter – counter-screen for miR-21 project: firefly luciferase inhibitors or activators | P08659 | purified FLuc, Km substrates, luminescence inhibition | Potency, µM (doses to about 57.5 µM), without a hit: top-dose activity change, negative = inhibition, usual class: inhibitors | hit rate 6.9% among 360,000 | AID 588342;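 note: potency is the fitted concentration of half-maximal effect; plate controls were vehicle for no effect and reference inhibitor for full effect; nearly all actives have a fitted effect of over 55% in size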
Target sequence (P08659 whole entry, looked up): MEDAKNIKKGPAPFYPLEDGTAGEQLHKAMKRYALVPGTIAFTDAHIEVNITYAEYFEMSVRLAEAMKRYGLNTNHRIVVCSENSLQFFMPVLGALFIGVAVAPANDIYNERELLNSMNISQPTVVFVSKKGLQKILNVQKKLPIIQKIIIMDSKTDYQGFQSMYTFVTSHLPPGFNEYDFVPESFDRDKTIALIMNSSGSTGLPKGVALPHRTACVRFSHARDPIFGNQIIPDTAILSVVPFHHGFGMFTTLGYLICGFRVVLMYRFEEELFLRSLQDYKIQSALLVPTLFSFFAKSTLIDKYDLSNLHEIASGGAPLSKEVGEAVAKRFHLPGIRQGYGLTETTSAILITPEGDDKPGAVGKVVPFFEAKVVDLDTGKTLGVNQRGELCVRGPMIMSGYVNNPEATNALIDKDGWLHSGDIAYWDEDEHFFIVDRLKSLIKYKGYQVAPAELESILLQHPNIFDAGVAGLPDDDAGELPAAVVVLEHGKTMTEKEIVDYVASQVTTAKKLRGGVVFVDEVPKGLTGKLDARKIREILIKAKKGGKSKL
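Biochemical qHTS of compounds, final roughly 60 µM downward over six points, against 10 nM purified firefly luciferase using Km concentrations of substrates (10 uM D-luciferin, 10 uM ATP) in Tris acetate pH 7.5 buffer; luminescence output.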
KCNH2 3.1 block – blocks the human KCNH2 3.1 channel isoform; U2OS KCNH2 3.1, thallium flux FluxOr; stronger effect = lower value; activity change, % (tested at about 1.8 µM); hit rate 0.95% among 340,000; AID 720553;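 active = maximum activity change below -70%; inconclusive = maximum activity change from -70% to -50%; inactive = maximum activity change above -50%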;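 note: thallium influx rate constant from kinetic fluorescence after stimulation buffer; % is set by controls: 0 for no effect and ±100 for the full control effect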
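Thallium flux via FluxOr fluorescence (Red40 quencher, 45 min loading) in U2OS cells virally expressing the KCNH2 3.1 isoform (1.77 x 10^8 /mL virus, overnight at 37 C). Rate constants from 2-min kinetic reads post-stimulation, normalised to positive and negative controls.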
Mito fusion yeast – mitochondrial division inhibition or fusion activation; S. cerevisiae fusion-defective mutant growth rescue, CellTiterGlo 48 h; Potency, µM (doses to about 46.1 µM), for the others: at the highest dose growth rescue (activation), hits mostly activators; hit rate 0.23% among 320,000;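 note: potency is the fitted concentration of half-maximal effect; % of control where 0% means no effect; nearly all actives have a fitted effect of over 45% in size; temperature-sensitive fusion mutants such as fzo1-1 at 37 °C on non-fermentable ethanol glycerol medium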
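S. cerevisiae fusion-defective temperature-sensitive mutants (e.g. fzo1-1, mgm1-5) grown 48 h at 37C in YPEG (ethanol/glycerol non-fermentable) medium with 23 nl compound per well; growth rescue read as CellTiterGlo luminescence.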
MBNL1 CUG block – blocks human MBNL1 binding to CUG repeat RNA; Potency, µM (top dose mostly 57.5 µM), inactives show at the highest dose activity change, negative = inhibition, hits mostly inhibitors; TR-FRET MBNL1-His/biotin-(CUG)12 binding, 665/545 ratio; Q9NR56; AID 2675; hit rate 0.036% among 280,000; active = well fitted inhibition curve with a large enough effect in the signal ratio, with a control signal flat, not every such curve was filed as active; inconclusive = small, poorly fitted or top-dose-only effect, or effect the other way, or a change in a side signal; inactive = no such curve, though single readings can be large or run the other way; the % refers to the signal ratio; note: potency is the fitted concentration of half-maximal effect; % is set by controls: 0 for no effect and ±100 for the full control effect
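TR-FRET between His-tagged MBNL1 and biotin-(CUG)12 RNA, detected with Tb anti-His antibody (0.055 ng/ul) and streptavidin-XL665 (5 nM), 60 min at room temperature. Compounds titrated 92 nM to 58 uM; 665/545 nm ratio normalized to buffer and complex controls.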
Menin-MLL TR inh – displaces Texas Red mutant MLL peptide from human menin | AID 1768 | O00255 | Menin + Texas Red MLL mutant peptide, fluorescence polarization | hit rate 0.23% among 270,000 | Potency, µM (doses to about 61.6 µM), for the others: at the top dose FP activity change, negative = inhibition, most hits filed as inhibitors; active = well fitted inhibition curve with a large enough effect in the polarisation, with a control signal flat, not every such curve was filed as active; inconclusive = small, poorly fitted or top-dose-only effect, or effect the other way, or a change in a side signal; inactive = no such curve, though single readings can be large or run the other way; the % refers to the polarisation; note: potency is the fitted concentration of half-maximal effect; % of control where 0% means no effect; many of its hits are not listed in these tables
Starred values were filed as active, the others as inactive; ? = inconclusive; · = no result given; & = joins results of further samples; ! = repeats disagree; [ ] = dose if it differs, or a comment. Unless noted, calls come from the whole dose curve; as a rule, active = well fitted curve in the direction sought with a large enough effect; inconclusive = small, poorly fitted or top-dose-only effect, or another doubt; inactive = no such curve, though single readings can be large; an effect the other way counts as inactive or inconclusive. Not all compounds are listed; the hit share may differ from the screen's.

SMILES | RORgamma inh | ELG1 DNA repair | Gal4-VP16 FLuc | PKM2 activator | Rab9 prom act | NPC1 promoter act | FLuc counter | KCNH2 3.1 block | Mito fusion yeast | MBNL1 CUG block | Menin-MLL TR inh
COc1ccc(-c2cc(C(=O)O)[nH]n2)cc1OC | -9% | -2% | -8% | -2% | -5% | 1% | -5% | 16 | -5% | -3% | 4%
COc1ccc(S(=O)(=O)N2CCCCCC2)cc1NC(=O)Cc1n[nH]c(=O)c2ccccc12 | · | ? | · | · | -7% | -2% | 3% | 6 | 2% | · | ·
Cn1nc(-c2ccccc2F)c2cc(C(=O)Nc3ccc4c(c3)OCCO4)sc21 | ? | ? | 21% | 1% | 10% | -3% | 9.5µM* | -32 | 9% | 3% | -15%
COc1cccc(N2CC(C(=O)Nc3ccc(F)cc3)CC2=O)c1 (stereo unspecified) | 5% | 10% | 4% | 7% | -3% | 2% | 4% | -1 | 3% | 12% | ·
Cc1ccc2nc(SCC(=O)Nc3cccc(S(=O)(=O)NC4=NCCCCC4)c3)[nH]c2c1 | 17% | ? | -16% | -4% | -6% | 2% | ? | -3 | 2% | -11% | ·
CC1=C(C(=O)Nc2ccccc2C(=O)NC2CCC(C)CC2)SCCO1 (stereo unspecified) | 6% | ? | 9% | · | 3% | ? | -6% | 21 | -1% | -10% | ·
O=[N+]([O-])c1ccc(OCCCCN2CCCCC2)cc1 | -41% | 10% | -1% | 10% | 5% | -2% | 2% | -27 | 0% | ? | 9%
CCN1CCN(c2cc(C)c3cc(NC(=O)c4cccc(OC)c4)ccc3n2)CC1 | 10% | ? | 8% | 6% | 20% | 16% | 19µM* | -4 | -3% | 3% | ·
COc1ccc(C(=O)C2CCCN(C(=O)C3=CCCC3)C2)cc1OC (stereo unspecified) | 6% | 1% | 0% | -9% | -3% | -4% | -9% | 0 | -2% | 10% | 3%
CCc1oc2ccccc2c1C(=O)c1cc(Br)c(O)c(Br)c1 | 2% | -7%&0% | -6% | 0%&10% | -5%&-2% | -1%&1% | 15µM*! | 6 | -4%&-16% | -2%&-12% | ·
COc1ccc(S(=O)(=O)N2CCN(CC(=O)Nc3cc(OC)cc(OC)c3)CC2)cc1 | 21% | -34% | -1% | 17% | 4% | -7% | -1% | -2 | -4% | -12% | -19%
O=C1OCCN/C1=C\C(=O)c1ccc(Cl)cc1 | 0% | -9% | -3% | 5% | -7% | -2% | 24µM* | 14 | 4% | ? | ·
O=C(CSc1nnc(-c2ccccn2)o1)Nc1cccc(Cl)c1 | -11% | ? | 30% | · | 2.2µM* | ? | · | -10 | 17% | 5% | 9%
O=C(NCCc1ccccc1)/C(=C\c1ccc([N+](=O)[O-])cc1)NC(=O)c1ccco1 | ? | 0% | 2% | 8% | -2% | 3% | -3% | -12 | -2% | ? | -9%
CC(=O)N1CCc2c(sc(NC(=O)CCS(=O)(=O)c3ccc(C)cc3)c2C(N)=O)C1 | · | 18% | · | · | -2% | 0% | -1% | -2 | -6% | · | ·
Cc1cc(C)c(NC(=S)NCC2CCN(C(C)c3ccccc3)C2)c(C)c1 (stereo unspecified) | 7.9µM* | -7% | ? | 2% | -1% | -4% | -6% | 17 | -1% | -11% | -21%
COc1ccccc1C(CNC(=O)c1ccc(OCc2c(C)noc2C)cc1)N1CCCC1 (stereo unspecified) | · | 21% | · | · | 0% | -1% | · | -3 | -4% | · | ·
Cn1cc(CN2CCN(Cc3ccc4c(c3)OCO4)CC2)c(-c2ccccc2F)n1 | -1% | -7% | -2% | -7% | -1% | -5% | -7% | 9 | -2% | -12% | 5%
COc1ccccc1N1CCN(C(=O)CCC(=O)N2CCN(c3ccc(F)cc3)CC2)CC1 | 24% | ? | -28% | 0% | -3% | -5% | -10% | -3 | 10% | -4% | -18%
COc1cc(C)ccc1OCc1cc(C(=O)N2C[C@H]3CC[C@H]2C3)no1 | 36% | 13% | -5% | · | 0% | 3% | -19% | 28 | 4% | 0% | ·
O=C(COC(=O)Cc1ccc(S(=O)(=O)N2CCOCC2)s1)Nc1ccc([N+](=O)[O-])cc1 | · | -29% | · | · | -2% | -6% | 2% | -16 | 0% | · | ·
CCn1c(SCC(=O)NNC(=O)c2ccc(OC)cc2)nnc1C1CC1 | 7% | 18% | 2% | 0% | 3% | -4% | -2% | -23 | -3% | -6% | 6%
COC(=O)c1sc(NC(=S)NC(=O)c2cccc(C)c2)nc1C | 4µM* | ? | ? | 4% | ? | 21% | ? | 15 | -4% | · | -20%
Cc1ccc(C(=O)COC(=O)CNC(=O)c2cccs2)cc1C | 7% | 3% | -4% | -6% | 8% | 0% | ? | 4 | -2% | 1% | 4%
CCn1ccnc1CNC(=O)c1cc(COc2ccc(F)cc2F)on1 | 13% | -10% | -13% | 20% | -3% | 0% | -8% | -22 | -4% | ? | -3%
CCOc1c(O)ccc(C2NC(=O)NC(C)=C2C(=O)OC)c1[N+](=O)[O-] (stereo unspecified) | 7% | -19% | 4% | -19% | 1% | 0% | -11% | 13 | -4% | -23% | 5%
Cc1ccc(-n2c(SCC(=O)NNC(=S)Nc3ccccc3)nc3ccccc3c2=O)cc1 | ? | 2% | -6% | 1% | -2% | -4% | 0% | 13 | 2% | · | -7%
CCOc1ccccc1NC(=O)CN1CCN(C(=O)C2CCCO2)CC1 (stereo unspecified) | -37% | 0% | 7% | -3% | 3% | -6% | 2% | -18 | 0% | 2% | ·
COc1ccc(Cl)cc1NC(=O)CN(C)C(C)C(=O)NCC1CCCCC1 (stereo unspecified) | 20% | -26% | -1% | -1% | -4% | -2% | 4% | -10 | 14% | -3% | -13%
NC(=O)c1cc([N+](=O)[O-])ccc1NCc1cccc([N+](=O)[O-])c1 | · | -10% | · | · | -2% | -2% | 0% | -9 | 0% | · | ·
C/C(=N\NC(=O)C(N)=O)c1ccc(O)cc1O | 13% | -15% | -18% | · | 1% | -8% | -8% | 3 | -4% | 5% | 19%
Cc1ccc(Cl)cc1N1CCN(C(=O)CSc2ccsc2[N+](=O)[O-])CC1 | ? | 3% | -4% | -4% | -4% | -4% | 3% | -5 | 5% | 7% | ?
COc1cc(C)ccc1OCCOc1c(C)cccc1Cl | 24% | ? | 4% | 1% | ? | 17% | 27µM* | 7 | 2% | 12% | -16%
Cc1nc(CN2CCCCC2)cc(=O)[nH]1 | 4% | 6% | 10% | 2% | -3% | -1% | -1% | -1 | 4% | -6% | -3%
CN(C)CCN1C(=O)c2oc3ccc(Cl)cc3c(=O)c2C1c1cccc(Br)c1 (stereo unspecified) | 9% | -6% | -8% | 8% | 4% | 1% | 0% | 8 | -9% | 20% | -6%
COc1ccc(S(=O)(=O)N2CCCCC2)cc1NC(=O)C1COc2ccccc2O1 (stereo unspecified) | · | 18µM* | · | · | -4% | -5% | -3% | -9 | ? | · | ·
COc1ccccc1CNC(=O)C(=O)NCC1OCCN1C(=O)c1cccs1 (stereo unspecified) | 10% | -6% | -7% | -5% | 0% | -4% | -1% | -1 | 1% | -13% | -1%
O=C(Nc1ccc(F)cc1)c1ccccc1 | 36% | ? | 10% | -16% | ? | ? | 24µM* | 11 | -3% | -11% | 0%
CCOc1ccccc1NC(=S)N1CCN(c2ccccc2)CC1 | ? | -5% | ? | 0%[11.5 µM] | -5% | -2% | 3% | 5 | -15% | -5% | 3%
Cc1ccc(-c2nnc(N)s2)cc1 | ? | ? | -12% | -17% | 23% | 25% | 13µM* | -21 | 16% | -9% | -4%
COc1ccc(-c2cc(-c3ccc(OC)cc3)[nH]n2)cc1 | 1.3µM* | ? | 2µM* | -23% | ? | 2.8µM* | 8.5µM* | 0 | 4% | -3% | 14%
CCOC(=O)c1cc2c(=O)n3ccccc3nc2n(CCCOC)c1=NC(=O)c1ccncc1 | 4% | ? | -5% | -6% | -2% | -1% | 2% | 5 | -4% | ? | 1%
O=C1NC(=O)/C(=C\c2ccc(Br)o2)S1 | ? | 0% | 15% | · | 7% | 12% | ? | -1 | 29% | 10% | 24%
C(=N\c1nc2ccccc2n1CCN1CCCCC1)/c1ccc2c(c1)OCO2 | 2% | 11% | 0% | 2% | -1% | 10% | -11% | -8 | -19% | -14% | 0%

From PubChem BioAssay
